# High-throughput results (PubChem)
# Keap1 Nrf2 FP = inhibitors of human Keap1-Nrf2 protein-protein interaction; Keap1 Kelch-Nrf2 peptide fluorescence polarization, 1536-well; actives 0.15% (n = 340,000); Q14145; inhibition, % at 9.4 µM; in the data active means inhibition above about 12%;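 further: human Keap1 Kelch domain with fluorescein labeled Nrf2 9mer peptide probe; 0% = neutral control wells and 100% = peptide positive control; higher means more block of Keap1 binding to Nrf2 peptide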
# V-ATPase pHluor = yeast V-ATPase proton transport regulation by pHLuorin; S. cerevisiae, pHLuorin cytosolic pH fluorescence; response, % at 10 µM; actives 0.37% (n = 350,000); AID 504577; in the data active means response mostly above about 7.3%, no sharp cut-off; inactive means mostly below about 5.4%; further: actives read high; inactives centre near 0; some compounds called inactive have numbers as strong as hits; reference of the scale not given here
# RTF Ca sens inh = cardiac RTF calcium desensitization. actives 0.12% (n = 340,000). inhibition, % at 7.15 µM. P19429+P45379. IANBD-labeled cardiac RTF, Ca2+ fluorescence;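 active means inhibition above the mean inhibition of all tested compounds plus 3 SD, cut at about 17% in these data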;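 further: assay run at fixed EC70 calcium of 1.6 mM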
# MOR-DOR inv ag = inverse agonist of human OPRM1-OPRD1 heterodimerization. cell-based MOR-DOR heterodimer luminescence, inverse agonism. inhibition, % at 9.3 µM. actives 0.21% (n = 340,000). AID 504357; in the data active means inhibition above about 22%, passing the limit was not always enough;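 further: 0% = cells with DMSO and 100% = wells without cells with DMSO; values of inactives mirror those of a sister screen read the other way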
# OPRM1-OPRD1 ag = agonists of human mu-delta opioid receptor heterodimerization | P35372+P41143 | activation, % at 9.3 µM | cells, OPRM1-OPRD1 heterodimerization, luminescence | AID 504326 | actives 0.3% (n = 340,000); in the data active means activation above about 18%;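 further: 0% = vehicle-treated cells and 100% = reference agonist; values of inactives mirror those of a sister screen read the other way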
# C-LANA FP = KSHV C-LANA DNA binding inhibition; MBP-C-LANA/FAM-LBS DNA binding, fluorescence polarization; inhibition, % at 9 µM; actives 0.078% (n = 340,000); AID 504423;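 active means highest replicate inhibition at or above 60% at 9 µM, even if other replicates fall short; inactive means all replicates below 60% inhibition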;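 further: 0% = neutral control wells and 100% = 4 µM acridine orange control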
# Wnt bcat act = Wnt/beta-catenin pathway activation | Wnt/beta-catenin reporter cell assay, activator, plate reader | activation, % at 9.35 µM | actives 1.2% (n = 300,000) | AID 743398; in the data active means activation above about 30%, passing the limit was not always enough;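 further: 0% = neutral control wells and 100% = positive control wells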
# Pemphigus Ab inh = blocks pemphigus antibody binding to human desmoglein-3; DSG3-coupled beads, scFv-anti-DSG3-GFP binding, flow cytometry; stronger effect = lower value; binding (percent of control), % at 10 µM; actives 0.48% (n = 310,000);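 active means binding more than 3 SD below its plate's average and above zero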;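 further: hits lower antibody fragment binding to DSG3; some compounds called inactive have numbers as strong as hits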
# Target sequence (P32926 whole entry, looked up, the tested form may be a part): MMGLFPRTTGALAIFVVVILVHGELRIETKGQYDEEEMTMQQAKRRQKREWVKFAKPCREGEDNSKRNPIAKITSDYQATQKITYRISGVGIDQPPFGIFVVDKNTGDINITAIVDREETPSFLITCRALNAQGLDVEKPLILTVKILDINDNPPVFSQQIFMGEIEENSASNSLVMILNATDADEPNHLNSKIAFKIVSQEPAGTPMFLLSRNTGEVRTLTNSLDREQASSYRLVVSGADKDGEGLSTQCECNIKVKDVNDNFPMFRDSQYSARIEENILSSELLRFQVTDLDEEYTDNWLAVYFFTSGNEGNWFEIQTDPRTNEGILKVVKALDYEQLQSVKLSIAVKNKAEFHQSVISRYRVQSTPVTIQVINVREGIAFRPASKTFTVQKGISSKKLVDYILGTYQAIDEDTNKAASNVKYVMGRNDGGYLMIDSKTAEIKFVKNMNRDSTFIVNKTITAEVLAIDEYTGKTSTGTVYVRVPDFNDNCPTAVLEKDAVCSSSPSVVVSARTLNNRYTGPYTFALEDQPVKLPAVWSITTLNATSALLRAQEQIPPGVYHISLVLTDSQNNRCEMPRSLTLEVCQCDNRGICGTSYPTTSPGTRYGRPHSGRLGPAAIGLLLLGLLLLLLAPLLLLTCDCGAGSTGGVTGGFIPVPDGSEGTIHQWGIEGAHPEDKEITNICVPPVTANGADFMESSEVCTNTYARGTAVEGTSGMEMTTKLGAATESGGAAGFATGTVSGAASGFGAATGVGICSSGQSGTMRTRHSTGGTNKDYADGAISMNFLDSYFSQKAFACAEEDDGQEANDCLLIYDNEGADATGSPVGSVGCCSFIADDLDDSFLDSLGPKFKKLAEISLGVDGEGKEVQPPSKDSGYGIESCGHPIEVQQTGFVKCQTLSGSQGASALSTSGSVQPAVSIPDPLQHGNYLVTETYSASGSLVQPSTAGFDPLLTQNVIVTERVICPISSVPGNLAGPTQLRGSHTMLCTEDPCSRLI
# Arrestin-AP2 inh = blocks beta-arrestin peptide binding to AP2 adaptin; FITC-arrestin peptide / GST-AP2 beads, flow cytometry; AP2 beta2 appendage carries R879A mutation; inhibition, % at 10 µM; actives 0.31% (n = 340,000);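 active means inhibition above a set limit, near 3 SD of compounds lacking own fluorescence, cut at about 54% in these data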;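 further: plate controls were DMSO wells for no effect and 5 µM unlabelled arrestin peptide for full effect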
#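 test system = AP2 appendage R879A on GSH beads | buffer or medium = PBS plus Tween 20 (0.05%) and BSA (0.1%) | incubation = 12 min plus 1 h, RT | detection = bead flow cytometry, FITC channel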
# cardiac RTF act = increases calcium sensitivity of human cardiac regulated thin filaments; activation, % at 7.2 µM; actives 0.24% (n = 340,000); IANBD-labeled TnC RTF fluorescence at EC20 calcium; 0% EC20 calcium, 100% full calcium; AID 493008; P19429+P45379;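 active means activation above the mean over all tested compounds plus 3 SD, cut at about 30% in these data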;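 further: rise in fluorescence read as greater calcium sensitivity of cardiac thin filaments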
# Numbers without * were called inactive; . = not tested or not shown.
# Every second line gives: Pemphigus Ab inh	RTF Ca sens inh	MOR-DOR inv ag	Keap1 Nrf2 FP	V-ATPase pHluor	Arrestin-AP2 inh	Wnt bcat act	C-LANA FP	OPRM1-OPRD1 ag	cardiac RTF act
O=C(COc1ccccc1)Nc1c(Cl)ccc2nsnc12
  113	-15	18	-3	1	2	0	0.0	-3.4	1
NC1=NC(=Nc2cccc(S(N)(=O)=O)c2)c2ccccc21
  90	-8	19	-6	-2	1	0	1.1	-3.6	-3
COc1ccc(OC)c2sc(NC(=O)c3ccc(S(=O)(=O)N(C)C)cc3)nc12
  98	1	-3	-1	0	0	-1	0.4	0.5	1
O=C(CSc1nnc(Cc2cccs2)n1-c1ccc(Cl)cc1)NCc1ccc2c(c1)OCO2
  96	-11	0	-10	1	-3	.	-0.5	0.0	-1
O=C(NCc1ccco1)C1CCN(c2nc3ccccc3n2Cc2ccc(F)cc2)CC1
  96	-6	11	-5	-1	18	-2	-0.4	-2.1	-3
Nc1nonc1-n1nnc(C(=O)N/N=C/c2cccnc2)c1CSc1ccc(Cl)cc1
  .	5	3	0	5	-5	-1	-1.0	-0.6	-6
CN1CCN(C(=O)c2ccc(CNS(=O)(=O)c3ccc(F)c(Cl)c3)cc2)CC1
  102	-3	8	-3	-2	8	-2	0.5	-1.1	4
COc1cc(C(=O)OCC(=O)NC23CC4CC(CC(C4)C2)C3)cc(OC)c1OC
  104	-12	9	-3	0	1	-1	0.1	-1.4	7
COc1ccc([C@H]2CC(=O)C=C(c3ccc(F)nc3)C2)cc1OC
  95	-1	8	-3	-2	-7	9	-0.5	-1.5	2
COc1ccccc1CNC(=O)[C@H](C)NC(=O)C1CCN(C(=O)[C@H](CCSC)NC(=O)OC(C)(C)C)CC1
  103	-5	9	0	2	5	-1	1.4	-1.8	2
Nc1ncnc(Nc2cccc(Cl)c2Cl)n1
  100	-11	17	-3	7	1	-3	0.5	-3.3	2
O=C(O)c1ccc2c(c1)N(Cc1ccccc1)C(=O)c1ccccc1S2
  75	-5	2	-1	1	-8	4	-0.4	-0.3	2
COc1ccc(CC(=O)NCC(=O)N/N=C/c2ccc(C)o2)cc1
  94	-13	12	0	2	-7	-3	0.7	-2.5	-3
CNC(=O)COc1coc(CN2CCN(c3ccccc3OC)CC2)cc1=O
  97	-6	13	0	0	0	1	-1.5	-2.6	-6
CCc1nc(SCC(=O)Nc2ccccc2OC)c2c(C)c(C)sc2n1
  .	-8	1	-8	0	-3	3	1.5	-0.2	-4
Cc1ccc(C2C(C#N)C(C#N)N3CCCN23)cc1 (centres undefined)
  102	-1	-4	-8	4	6	2	1.1	0.6	1
COc1ccc(OCCn2c(N)nc3ccccc32)cc1
  101	-4	2	0	-2	-3	0	-0.4	-0.5	1
CN(C)c1ccc(NC(=O)c2ccc3nc[nH]c3c2)cc1
  90	-8	13	-5	-6	13	22	1.0	-2.7	1
COc1ccccc1S(=O)(=O)Nc1ccc2cn[nH]c2c1
  114	-12	21	-2	-2	-3	-1	-0.6	-3.9	-2
O=C1COc2ccc(C(=O)COC(=O)COc3ccccc3[N+](=O)[O-])cc2N1
  111	-10	0	0	1	4	0	-1.6	0.0	-3
COc1ccc(C(C(=O)NC2CCCCC2)N(C(=O)CCl)c2ccccc2Cl)cc1 (centres undefined)
  100	12	2	-2	-2	3	-2	-0.6	-0.4	3
CCn1ccnc1CNC(=O)CC1C(=O)NCCN1Cc1ccccc1F (centres undefined)
  100	8	9	0	1	-12	1	0.9	-1.6	1
CCc1cc2c(=O)n(Cc3ccco3)c(SCC(=O)N3CCCc4ccccc43)nc2s1
  .	-7	7	-6	9	16	.	-1.8	-1.3	1
CC(C)c1cc(CN2CCN(Cc3ccc(F)c(F)c3)C(CCO)C2)[nH]n1 (centres undefined)
  99	-8	5	-3	-4	-6	-6	0.6	-1.0	0
CCOC(=O)C1=C(CSc2nc3ccccc3s2)NC(=O)NC1c1cc(C)ccc1C (centres undefined)
  100	-6	-9	-7	2	12	.	0.9	1.6	0
COc1cccc(CNc2ccc3[nH]c(=O)[nH]c3c2)c1OCc1ccccc1Cl
  101	-8	7	-5	-1	-8	-2	-0.9	-1.4	4
CCC1CCCCN1Cc1ccc(N)cc1 (centres undefined)
  99	-6	20	-7	0	3	-2	-3.0	-4.4	-2
Cc1coc2c(C)c3oc(=O)c(CCC(=O)N4CCC(C(=O)NCCCC(=O)O)(c5ccccc5)CC4)c(C)c3cc12
  104	-11	6	5	0	30	1	0.2	-1.3	1
O=C(NN=Cc1ccccc1C(=O)O)c1ccc(NS(=O)(=O)c2cccs2)cc1
  .	-2	19	-2	-1	-1	4	1.6	-5.0	0
CCOC(=O)c1c(-c2ccc(C)cc2)cn2ccccc12
  107	2	-34	-4	-4	6	.	-0.2	7.6	-3
O=C(NCc1cccs1)c1ccc(S(=O)(=O)N2CCOCC2)cc1
  103	-8	12	-4	0	-8	-2	-1.2	-2.2	4
COc1ccc(-c2nn(C)c(=O)c3ccccc23)cc1NC(=O)COc1ccccc1
  104	13	6	1	-1	16	-12	0.1	-1.1	-1
COc1cccc(C(=O)NCCS(=O)(=O)NC(C)CCc2ccccc2)c1 (centres undefined)
  104	4	13	1	1	45	1	-5.5	-2.4	-10
CCOC(=O)C(NCc1ccc(F)cc1)(NC(=O)c1ccccc1)C(F)(F)F (centres undefined)
  107	1	7	1	6	6	-2	-0.8	-1.3	0
Nc1ccc(C(=O)N2CCCC2)cc1CS(=O)(=O)c1ccc(Cl)cc1
  108	-6	13	2	1	-3	-1	0.0	-2.2	0
CN(C)c1nc(N(C)C)n(Cc2c(Cl)cccc2Cl)n1
  105	8	16	0	-1	7	.	0.2	-2.8	-3
CCN1CCN(C(=O)/C=C/c2c(F)cccc2Cl)CC1
  .	5	-8	5	4	2	3	-0.9	1.7	2
CCCC(=O)Nc1ccccc1NC(=O)c1ccc2c(c1)OCO2
  96	-2	21	-2	0	-14	1	-2.4	-4.5	4
O=C(c1cc2cccc([N+](=O)[O-])c2oc1=O)N1CCOCC1
  104	-1	10	2	0	19	-2	11	-1.9	0
CC1(c2ccncc2)Nc2ccccc2-c2nc3ccccc3n21 (centres undefined)
  94	-15	3	2	-3	5	.	1.3	-0.6	3
CCOC(=O)N1CCN(C(=O)CCCn2nc(C)c3sc4ccccc4c3c2=O)CC1
  107	-1	-5	-5	1	4	.	0.3	0.9	-4
CN1CCN(c2ccc(NC(=O)COc3ccccc3Cl)cc2)CC1
  110	4	5	-7	2	7	.	-4.2	-0.9	5
O=C(N1CCOCC1)N1CCN(CC(O)COc2ccc3ccccc3c2)CC1 (centres undefined)
  .	-2	18	4	-1	12	-2	1.3	-4.3	-4
CN(CC(=O)Nc1ccc(F)c(F)c1F)C(=O)c1cc(-c2ccncc2)nc2ccccc12
  108	-2	18	-2	-1	4	-5	2.1	-2.9	-5
O=C1C(=O)c2ccccc2C(O)=C1C1CCC(c2ccc(Cl)cc2)CC1 (centres undefined)
  98	-2	-9	-5	3	2	0	0.2	1.7	1
COc1ccc(N(C(C)C(=O)N/N=C/c2ccc(OC(C)C)cc2)S(C)(=O)=O)cc1 (centres undefined)
  99	6	18	-1	0	38	-1	-1.8	-3.1	-5
Cc1ccc(C)c(N2CCN(C(=O)c3ccccc3Br)CC2)c1
  99	-1	-4	1	-5	35	.	-0.6	0.6	1
CCCNC(=S)N1CC2(C)CN(C(=O)C(=O)OC)CC(C)(C1)C2=O
  101	-6	17	0	2	9	-1	-0.7	-3.3	-1
COc1ccccc1N1CCN(C(=O)c2cc(C)oc2C)CC1
  105	2	9	-1	0	24	-2	-0.3	-1.9	2
CC(C)S(=O)(=O)c1ccc(C(=O)Nc2ccc(F)cc2F)cn1
  102	-5	1	-2	0	6	-2	0.7	-0.3	-1
CCOc1cc(C#N)c(NC(=O)CSc2nnnn2-c2ccc(OC)cc2)cc1OCC
  93	-4	17	-2	0	0	.	0.0	-3.7	2
CCN(CC)c1cccc(OC2=NS(=O)(=O)c3ccccc32)c1
  99	5	-7	-4	0	14	.	0.5	1.3	2
CC1=CC(C)(C)NC(=S)N1c1cccc2cc(S(=O)(=O)O)ccc12
  87	-9	-7	-6	-2	12	-2	12	1.2	-8
COc1ccc(-c2noc(CNC(=O)CCCN3C(=O)[C@H]4CC=CC[C@H]4C3=O)n2)cc1
  105	-7	9	-1	-1	1	2	0.1	-1.7	7
O=C(COC(=O)c1cnc(Cl)c(Cl)c1)NCCC1=CCCCC1
  100	3	-12	-2	65*	3	-2	1.2	2.7	1
C=CCN1C(=O)C(CC(=O)Nc2ccccc2)SC1=Nc1ccc(S(N)(=O)=O)cc1 (centres undefined)
  99	-2	2	-4	3	-1	.	0.4	-0.3	-1
COc1ccc(N2C(=O)CC(NCC#N)C2=O)cc1 (centres undefined)
  100	-5	10	1	2	-16	0	0.1	-2.2	0
Cc1cccc(N2CCN(c3cc(C)nc4nnnn34)CC2C)c1 (centres undefined)
  .	-11	9	-6	2	4	.	2.6	-1.9	5
Cc1ccc(C(=O)N2CCC3(CC2)Oc2ccc(Cl)cc2C(=O)C32CC(c3ccccc3)=NO2)s1 (centres undefined)
  99	-3	20	-4	4	15	2	1.5	-3.6	-6
CN(CC(=O)Nc1cccc(F)c1)C(=O)c1ccc(NC2CC2)c([N+](=O)[O-])c1
  100	-6	11	2	-2	-1	-4	-1.5	-1.6	-6

# More entries:
# Every second line gives: Pemphigus Ab inh	RTF Ca sens inh	MOR-DOR inv ag	Keap1 Nrf2 FP	V-ATPase pHluor	Arrestin-AP2 inh	Wnt bcat act	C-LANA FP	OPRM1-OPRD1 ag	cardiac RTF act
Cc1ccc(S(=O)(=O)N2CCC(=O)N(C(COCc3ccc(Cl)cc3)C(C)C)CC2)cc1 (centres undefined)
  105	-7	-5	0	0	-1	2	1.9	0.8	2
CCOC(=O)CN1C(=N)N(c2nc(NC(C)C)nc(NC(C)C)n2)CC1=O
  112	-2	9	-5	0	-7	.	0.5	-1.6	12
O=C1CC(N2CCC(c3nc4ccccc4o3)CC2)C(=O)N1c1cc(Cl)cc(Cl)c1 (centres undefined)
  101	-7	-7	4	0	-1	.	1.4	1.5	-3
CCS(=O)(=O)c1ccc(C(=O)NC)c(Cl)c1Cl
  114	-5	8	0	3	-10	3	1.6	-1.5	8
CCCCC1=CC2=C(c3ccco3)C(=O)C(C)(OC(=O)c3ccc(OC)cc3)C(=O)C2=CN1CCCOC(C)C (centres undefined)
  102	-10	-15	0	-4	-4	1	0.0	2.7	6

# Part of the list above, field by field:
> O=C(N1CCOCC1)N1CCN(CC(O)COc2ccc3ccccc3c2)CC1 (centres undefined)
  Pemphigus Ab inh: .	RTF Ca sens inh: -2	MOR-DOR inv ag: 18	Keap1 Nrf2 FP: 4	V-ATPase pHluor: -1	Arrestin-AP2 inh: 12	Wnt bcat act: -2	C-LANA FP: 1.3	OPRM1-OPRD1 ag: -4.3	cardiac RTF act: -4

> CN(CC(=O)Nc1ccc(F)c(F)c1F)C(=O)c1cc(-c2ccncc2)nc2ccccc12
  Pemphigus Ab inh: 108	RTF Ca sens inh: -2	MOR-DOR inv ag: 18	Keap1 Nrf2 FP: -2	V-ATPase pHluor: -1	Arrestin-AP2 inh: 4	Wnt bcat act: -5	C-LANA FP: 2.1	OPRM1-OPRD1 ag: -2.9	cardiac RTF act: -5
